NCOA1 inh = inhibits human SRC1 coactivator; 360,000 compounds, 0.12% hits; inhibition, % at 3.6 µM; HEK293 GAL4-SRC1 luciferase reporter, luminescence; Q15788;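 active means inhibition above the campaign mean plus 3 SD, with each screening campaign given its own cutoff, cut at about 60% in these data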;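 further: 0% = DMSO treated cells and 100% = gossypol at 36 µM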
TRAIL sens C8 = caspase-8 TRAIL sensitization; 360,000 compounds, 1% hits; NB7+C8 cells + TRAIL, ATPlite viability luminescence; inhibition (viability loss, TRAIL sensitization), % at 10 µM; AID 624354;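 active means compounds causing at least 50% loss of cell viability in the single-dose screen, relative to plate controls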
LMP1 NFkB inh = inhibitors of Epstein-Barr LMP1-induced NF-kappaB reporter. LMP1-induced NF-kappaB luciferase reporter cells, luminescence. 350,000 compounds, 0.69% hits. inhibition, % at 12.5 µM; in the data active means inhibition above about 41%;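 further: 0% = neutral control wells and 100% = reference inhibitor control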
SRC3 inh = inhibits human SRC3 coactivator; Q9Y6Q9; HEK293 GAL4-SRC3 luciferase reporter, luminescence; inhibition, % at 3.6 µM; 360,000 compounds, 0.17% hits; AID 588352;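 active means inhibition above a per-campaign cutoff, the mean of all compounds plus 3 SD, cut at about 60% in these data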;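 further: 0% = DMSO-treated cells and 100% = gossypol-treated cells at 36 µM; higher means less SRC3-driven luciferase light from the GAL4 reporter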
TWEAK Fn14 block = blocks TWEAK-Fn14 interaction in a reporter cell assay | inhibition, % at 10 µM | TWEAK-stimulated Fn14 reporter cells, luciferase luminescence, 8 h | 360,000 compounds, 2% hits; in the data active means inhibition above about 50%
TROY NFkB inh = TROY signaling inhibition; inhibition, % at 10 µM; 360,000 compounds, 0.98% hits; Q293 LMP1-TROYcd NF-kB luciferase reporter, 4 h;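 active means compounds whose plate-normalised and pattern-corrected inhibition of the luciferase reporter signal at the single screening dose is 50% or more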
Shn3 inh set2 = Schnurri-3 reporter inhibition in Clone20 osteoblasts | Clone20 osteoblast Shn3 3'UTR firefly luciferase, 24 h | inhibition, % at 12.5 µM | 360,000 compounds, 0.52% hits;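 active means mean inhibition of at least 75% with every replicate also reaching 75%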;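 further: 0% = median of neutral control wells and 100% = pilot-screen positive control compound; some compounds past the cut are filed as inactive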
LRH-1 inv ag = inverse agonists of human LRH-1 (NR5A2); inhibition, % at 3.6 µM; HEK293T StAR-luciferase reporter, LRH-1 transfected, 24 h; AID 602396; 360,000 compounds, 0.13% hits;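 active means inhibition above the mean inhibition of all tested compounds plus 3 SD, cut at about 73% in these data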;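 further: 0% = DMSO wells and 100% = reporter-only cells lacking LRH-1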
Target sequence (O00482 whole entry, looked up): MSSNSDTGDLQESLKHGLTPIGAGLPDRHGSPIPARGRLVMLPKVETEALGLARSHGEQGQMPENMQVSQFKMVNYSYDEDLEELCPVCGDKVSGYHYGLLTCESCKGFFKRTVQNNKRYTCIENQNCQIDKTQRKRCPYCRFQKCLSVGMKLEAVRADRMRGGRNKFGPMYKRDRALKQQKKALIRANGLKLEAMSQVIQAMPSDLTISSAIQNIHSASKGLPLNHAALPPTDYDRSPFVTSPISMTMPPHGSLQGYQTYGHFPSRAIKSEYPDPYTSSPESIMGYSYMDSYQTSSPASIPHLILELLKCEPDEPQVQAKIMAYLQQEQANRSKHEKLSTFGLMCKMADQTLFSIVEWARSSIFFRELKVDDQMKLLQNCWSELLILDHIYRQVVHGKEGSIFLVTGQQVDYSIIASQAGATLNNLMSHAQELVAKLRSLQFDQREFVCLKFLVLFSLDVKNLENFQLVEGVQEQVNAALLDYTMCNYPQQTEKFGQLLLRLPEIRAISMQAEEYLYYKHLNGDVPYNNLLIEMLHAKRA
COUP-TFII inh = NR2F2 (human) inhibition, primary screen; 370,000 compounds, 0.7% hits; AID 686940; HEK293T NGFI-A luciferase reporter, luminescence; P24468; inhibition, % at 8.6 µM;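 active means inhibition above a per-plate cutoff, mean inhibition of test wells between control levels plus 3 SD, cut at about 38% in these data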;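 further: cells cotransfected with COUP-TFII expression vector driving the NGFI-A reporter; 0% = median of COUP-TF2 test wells and 100% = reporter-only cells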
Target sequence (P24468 whole entry, looked up): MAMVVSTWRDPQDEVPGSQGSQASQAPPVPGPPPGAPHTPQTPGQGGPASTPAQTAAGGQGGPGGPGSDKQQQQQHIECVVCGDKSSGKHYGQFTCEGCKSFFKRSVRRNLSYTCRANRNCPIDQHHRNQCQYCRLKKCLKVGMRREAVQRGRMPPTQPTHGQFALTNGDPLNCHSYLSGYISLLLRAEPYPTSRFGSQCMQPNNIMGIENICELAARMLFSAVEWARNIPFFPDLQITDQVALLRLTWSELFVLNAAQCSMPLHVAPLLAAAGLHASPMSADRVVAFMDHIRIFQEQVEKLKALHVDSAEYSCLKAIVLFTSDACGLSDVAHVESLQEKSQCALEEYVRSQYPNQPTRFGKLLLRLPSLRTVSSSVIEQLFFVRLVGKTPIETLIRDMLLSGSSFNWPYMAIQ
KKLEB tox = reduces viability of KKLEB cystic fibrosis airway cells; activity change (cytotoxicity), % at 5 µM; KKLEB CF airway cells viability, ATPlite luminescence, overnight; active compounds read low; cells stimulated with P. aeruginosa culture filtrate; 360,000 compounds, 0.36% hits;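 active means corrected activity change at or below -50% at 5 µM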
CF NFkB block = blocks PAF-induced NF-kB reporter in cystic fibrosis cells; KKLEB NF-kB-GFP reporter, GFP fluorescence overnight; inhibition, % at 5 µM; 360,000 compounds, 0.86% hits; AID 588850;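 active means at least 50% inhibition at 5 µM, scaled per plate between neutral and stimulator controls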;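 further: PAF is a Pseudomonas aeruginosa culture filtrate used as stimulus; plate controls were PAF-stimulated DMSO wells for no effect and unstimulated DMSO wells for full effect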
Active calls of the source: *; x = no result given. A portion of the library; the hit share may differ from the screen's.

SMILES | NCOA1 inh | TRAIL sens C8 | LMP1 NFkB inh | SRC3 inh | TWEAK Fn14 block | TROY NFkB inh | Shn3 inh set2 | LRH-1 inv ag | COUP-TFII inh | KKLEB tox | CF NFkB block
C[C@]12C=C[C@H](O)CC1=CCC1C2CC[C@@]2(C)C1CCC21OCCO1 (stereo partly specified) | -11 | 0 | -1 | -15 | -1 | 20 | 0 | -10 | 1 | -3 | 0
Cc1ccc(C)c(N2CCN(C(=O)c3cc(S(=O)(=O)N4CCOCC4)ccc3F)CC2)c1 | 9 | -6 | 3 | 13 | -12 | 9 | 39 | 8 | -6 | -4 | 6
COc1ccc(C(C)(O)c2nc(-c3cccc(C(C)C)c3)cs2)cc1 (stereo unspecified) | -1 | 3 | x | -15 | 6 | -1 | 7 | -13 | -6 | -10 | 16
CC(=O)Nc1ccc(S(=O)(=O)N(C)c2ccc(OCCOc3ccccc3F)cc2)cc1 | -10 | 0 | -3 | 9 | -14 | 17 | 55 | -18 | 10 | 6 | 9
CC(=O)N1CCCc2cc(S(=O)(=O)N(C)Cc3ccccc3)ccc21 | -6 | -3 | -50 | 7 | 19 | 1 | 30 | 0 | -3 | 1 | -4
COc1ccc2[nH]c(C(=O)Nc3ccc(F)cc3Br)cc2c1 | -4 | 10 | -35 | -9 | -13 | -15 | x | -11 | 12 | -7 | 24
O=S(=O)(Nc1nc2ccccc2nc1Nc1cccc(S(=O)(=O)N2CCCCC2)c1)c1ccccc1 | 5 | 32 | 4 | 10 | 77* | 68* | 25 | -20 | -7 | -61* | 65*
COc1ccc(/C=C/C2=NNC(=O)CC2)cc1 | -63 | 17 | 3 | -53 | -38 | -48 | -29 | -66 | -2 | -8 | 2
Cc1ccc(S(=O)(=O)Nc2ccccc2N=Cc2ccc([N+](=O)[O-])cc2[N+](=O)[O-])cc1 | -32 | -12 | 1 | -22 | 32 | 1 | 3 | 4 | -7 | -2 | 15
CC(C)C(=O)Nc1nnc(CSCc2ccccc2F)s1 | -52 | -12 | -4 | 9 | -17 | -15 | -14 | -7 | -13 | -6 | 6
Cc1cccc(Nc2ccc(NCc3ccccc3)nn2)c1 | -29 | -10 | -18 | -39 | -16 | -26 | -7 | -54 | -9 | -2 | 1
O=C(NC1CCN(C(=S)Nc2ccc(F)cc2)CC1)C1CCCCC1 | -7 | -10 | 6 | 3 | 1 | 2 | 21 | 9 | -5 | 4 | -5
Cn1c(=O)[nH]c(=O)c2c1nc(Br)n2C/C=N/Nc1ccccc1 | 2 | -13 | -25 | 27 | 0 | 8 | 3 | -12 | -4 | -9 | -15
O=[N+]([O-])c1ccc(-c2cn3c(n2)SCC3)cc1 | -52 | 5 | x | -15 | -23 | 3 | -56 | -82 | -21 | 6 | -28
CCN(CC)S(=O)(=O)c1cccc(C(=O)NCCCn2ccnc2)c1 | -4 | 35 | 0 | 6 | 4 | 3 | 24 | 11 | 2 | -2 | -7
Cc1cc(-c2ccc(Cl)cc2)n2ncnc2n1 | 0 | 7 | x | -4 | 1 | 5 | -11 | -4 | 29 | 12 | -2
CCc1ccc(NC(=O)CSc2nnc(-c3ccco3)o2)cc1 | 4 | 8 | 0 | 3 | 6 | -6 | -5 | 6 | -6 | -16 | 6
CCCNC(=O)c1cc(Cl)c(NC(=O)C2=C(C)OCCS2)cc1OC | 9 | -1 | -1 | -63 | -6 | -28 | -3 | -36 | 4 | 6 | -2
O=C(c1c(Cl)cccc1Cl)N1CCCCCC1 | 16 | 17 | 11 | 17 | -11 | -2 | 1 | 12 | 9 | 8 | 7
O=C1c2ccccc2C(=O)N1CCCCSc1nnc2c(Cl)cc(Cl)cn12 | 8 | -12 | -1 | -7 | 5 | -2 | 8 | 11 | 12 | 0 | 5
N/C(CC(=O)Nc1ccc(F)cc1)=N\O | 6 | -4 | 4 | 25 | 9 | 6 | -12 | 18 | -5 | 12 | -8
CN1CCN(C(=O)C2=C[C@@H](c3ccc(C(F)(F)F)cc3)C[C@@H](OCCCCO)O2)CC1 | 2 | -3 | 3 | -2 | 1 | 6 | -12 | 12 | 14 | -22 | -1
COc1cccc(CNC(=O)c2ccc(F)c(S(=O)(=O)N3CCCCC3)c2)c1 | 8 | 0 | 7 | 21 | -7 | -1 | -7 | 5 | 18 | 4 | -10
CC(C)C(=O)N1CCN(c2ccccc2NC(=O)c2ccc(Br)o2)CC1 | 1 | 8 | 0 | 10 | 10 | 9 | 5 | 16 | 14 | 5 | 1
COc1ccc(C(=O)NCC(=O)O)cc1 | -15 | 13 | -9 | -26 | -15 | -28 | -37 | -9 | 16 | 0 | 13
CC(C)(C)CC(=O)NCCc1csc(-c2ccccc2)n1 | 2 | 16 | -6 | 0 | -18 | -16 | -20 | -21 | -38 | -7 | -7
COc1ccccc1N1CCN(C(=O)c2cccc(S(=O)(=O)Nc3ccccc3F)c2)CC1 | -4 | 8 | 3 | 14 | -4 | -3 | 10 | 12 | 1 | -6 | -10
COc1ccc(CCNc2c(N)n(Cc3ccccc3)c(=O)[nH]c2=O)cc1OC | -18 | 1 | 6 | 4 | -13 | 20 | 8 | -7 | 10 | -8 | 13
O=C1OC(Nc2ccc3c(c2)OCO3)c2ccccc21 (stereo unspecified) | -14 | -15 | 15 | 15 | 17 | 14 | 1 | -15 | 7 | -7 | 30
CCSc1nc(N)c2c3c(sc2n1)CCC3 | -30 | 9 | -6 | -17 | -6 | 6 | -38 | -21 | -20 | -30 | -18
O=[N+]([O-])c1ccc(C=Nc2ccccc2)cc1 | 14 | -7 | x | -14 | -6 | -55 | 4 | 6 | 6 | 2 | -33
C[C@@H]1CN([C@H](C)CO)C(=O)c2cc(C#C[C@@H](C)O)cnc2O[C@H]1CN(C)C(=O)c1ccc(F)cc1 | 11 | -4 | 3 | 0 | -51 | -15 | 6 | -1 | -2 | 11 | -17
Cc1ccc(S(=O)(=O)Oc2ccccc2N2C(=O)C3CC=CCC3C2=O)cc1 (stereo unspecified) | -15 | -3 | 2 | -6 | 10 | -8 | -4 | -28 | 4 | -1 | 2
COc1ccc(/C=C/C(=O)Nc2cc(S(=O)(=O)N3CCOCC3)ccc2OC)cc1 | 12 | -13 | 5 | -12 | -1 | 1 | 16 | -9 | 1 | -10 | 17
NC(=O)C1(N2CCCCC2)CCN(C(=S)Nc2cccc(Cl)c2)CC1 | -23 | -10 | 3 | 20 | -10 | -7 | -2 | 15 | 8 | 14 | -9
CC(C)(C)c1ccc(OCCC(=O)OCC(=O)NC2CCS(=O)(=O)C2)cc1 (stereo unspecified) | 0 | -1 | -1 | 14 | -20 | -26 | -8 | 10 | -9 | 9 | -7
O=C(Nc1nccs1)c1ccccc1Br | -17 | 0 | -4 | -19 | -17 | -17 | -35 | -26 | 11 | 2 | -7
CSc1nnc2ccc(-c3cccs3)nn12 | -24 | 0 | 0 | 1 | 12 | -1 | 2 | 16 | -35 | 8 | -16
O=C(NCc1ccccc1Cl)[C@H]1CCCN1C(=O)[C@H]1CCCN1C(=O)c1cccs1 | x | -2 | x | x | -7 | -4 | x | 9 | 3 | x | x
COc1ccc(CNC(=O)c2noc(C)c2[N+](=O)[O-])cc1 | 8 | -9 | 10 | 18 | 17 | -1 | 10 | 8 | -12 | 11 | -19

Whole records as entered above. Order of screens: NCOA1 inh | TRAIL sens C8 | LMP1 NFkB inh | SRC3 inh | TWEAK Fn14 block | TROY NFkB inh | Shn3 inh set2 | LRH-1 inv ag | COUP-TFII inh | KKLEB tox | CF NFkB block
CC(C)C(=O)Nc1nnc(CSCc2ccccc2F)s1 across the screens: -52 | -12 | -4 | 9 | -17 | -15 | -14 | -7 | -13 | -6 | 6
COc1ccc(C(C)(O)c2nc(-c3cccc(C(C)C)c3)cs2)cc1 (stereo unspecified) across the screens: -1 | 3 | x | -15 | 6 | -1 | 7 | -13 | -6 | -10 | 16

Next part.
SMILES | NCOA1 inh | TRAIL sens C8 | LMP1 NFkB inh | SRC3 inh | TWEAK Fn14 block | TROY NFkB inh | Shn3 inh set2 | LRH-1 inv ag | COUP-TFII inh | KKLEB tox | CF NFkB block
C[C@H](CO)N1C[C@H](C)[C@@H](CN(C)C(=O)Nc2ccc(N3CCN(C)CC3)cc2)OCc2cnnn2CCCC1=O | -10 | -4 | -3 | 7 | 3 | 22 | -7 | 6 | -7 | -8 | -1
COc1ccc(Nc2nccc(-c3ccc([N+](=O)[O-])cc3)n2)cc1 | 0 | 2 | x | -14 | 10 | 14 | -14 | 38 | 1 | 0 | -2
CCOc1ccc(C(=O)CCC(=O)N2CCN(S(=O)(=O)c3cccc(F)c3)CC2)cc1 | 4 | 14 | 2 | -1 | -1 | -11 | 7 | 8 | 8 | -9 | 14
CC(C)(C)NC(=O)COC(=O)c1ccc(S(=O)(=O)N2CCCC2)cc1 | 5 | -3 | -5 | 8 | -24 | -6 | -5 | -13 | 5 | -15 | 22
COc1ccc(NC2CCCN(C(=O)COc3ccc(Cl)cc3C)C2)cc1OC (stereo unspecified) | -3 | 0 | 2 | 11 | 15 | 22 | 12 | 1 | 1 | 15 | -14
CCOC(=O)c1ccccc1N/C=C1\CCCC1=O | 4 | 10 | 19 | 14 | 0 | -3 | 3 | 8 | -9 | 2 | -11
Cc1nn(C)c(Cl)c1/C=N/OC(=O)c1ccc(F)cc1 | -6 | -7 | 1 | 9 | 0 | -62 | -5 | 0 | 8 | -8 | 19
Cc1cc2c(=O)n(Cc3ccco3)c(SCC(=O)NCc3ccco3)nc2s1 | -2 | -25 | 4 | -12 | 22 | 10 | 49 | 11 | 11 | -4 | -11
CC(C)CNC(=S)N1CCC(C(=O)c2ccc3c(c2)OCCO3)CC1 | -4 | -3 | 0 | -11 | 1 | -12 | 4 | 8 | 16 | 4 | 15
CC1CCN(C(=O)c2ccc([N+](=O)[O-])o2)CC1 | 15 | 0 | 5 | -10 | 10 | -23 | -7 | 33 | 6 | -5 | -7
CCCNc1sc(S(=O)(=O)CCC)nc1S(=O)(=O)c1ccc(C)cc1 | -5 | -8 | -15 | 7 | -12 | 0 | 14 | -15 | -3 | 11 | 3
O=C(/C=C/c1ccccc1Cl)Nc1ccc(-c2nnc3n2CCCCC3)cc1 | -14 | -8 | -9 | 9 | 4 | -3 | 10 | 5 | -12 | 5 | -1
CNC(=O)c1ccc(CN(C)C(=O)/C=C/c2ccc(S(=O)(=O)N3CCCCCC3)cc2)cc1 | 8 | 8 | 2 | 10 | 14 | 22 | 29 | -1 | 19 | -11 | -17
CC(=O)N1N=C(c2cccc(Cl)c2)OC1c1ccc(C(C)C)cc1 (stereo unspecified) | -12 | -5 | 1 | -13 | -9 | -10 | -13 | 4 | -6 | 4 | 2
CC(C)c1cccc(-c2csc(C(O)c3ccc(F)c(F)c3)n2)c1 (stereo unspecified) | 4 | -12 | x | -4 | 4 | -9 | 1 | 3 | 12 | 3 | 18
Cc1ccc(NC(=S)NNC(=S)Nc2cccc(C(F)(F)F)c2)cc1 | 9 | 2 | -25 | -8 | -33 | -28 | x | -19 | -4 | -22 | 3
Cc1c(NC(=O)COC(=O)C2=COCCO2)cccc1[N+](=O)[O-] | -4 | 8 | 18 | -11 | 8 | -6 | -4 | -1 | 4 | 12 | 2
O=c1oc(C2(O)CCCCC2)cc2ccc(/C=C/c3ccc(F)cc3)cc12 | -11 | 28 | 5 | -28 | 43 | 30 | -9 | -13 | -11 | -4 | 5
COc1ccccc1NS(=O)(=O)c1cccc(NC(=O)NCCCl)c1 | -2 | -16 | 0 | 11 | 2 | -12 | -6 | -9 | 2 | 6 | -14

Screening data (PubChem)
